Source: PubChem BioAssay (several laboratories)
DNMT1 inh: inhibitors of human DNMT1; P26358; DNMT1 molecular beacon, Hinp1I cleavage, fluorescence; inhibition (reported as % activation of signal), % at 10 µM; 0.83% of 360,000 active; in the data active = inhibition above about 50%
SUMO1 PPI mod: alters human SUMO1 binding to SIM partners. P63165. SUMO1 binding to a labelled peptide, TR-FRET, 1 h. inhibition, % at 20 µM. 0.33% of 360,000 active. AID 602429; in the data active = inhibition above about 37%
Target sequence (P63165 whole entry, looked up): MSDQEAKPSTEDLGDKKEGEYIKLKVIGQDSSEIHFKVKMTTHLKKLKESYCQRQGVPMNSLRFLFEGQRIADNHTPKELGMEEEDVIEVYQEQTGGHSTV
LMPTP block: LMPTP (human) inhibition; P24666; recombinant LMPTP-A, OMFP fluorogenic substrate, fluorescence intensity; inhibition, % at 20 µM; 0.22% of 360,000 active; AID 651560;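 active = compounds that cut the enzyme signal by at least half of the control window in the single-dose screen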;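 also: plate controls were DMSO wells with enzyme plus substrate for no effect and substrate without enzyme for full effect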
Target sequence (P24666 whole entry, looked up): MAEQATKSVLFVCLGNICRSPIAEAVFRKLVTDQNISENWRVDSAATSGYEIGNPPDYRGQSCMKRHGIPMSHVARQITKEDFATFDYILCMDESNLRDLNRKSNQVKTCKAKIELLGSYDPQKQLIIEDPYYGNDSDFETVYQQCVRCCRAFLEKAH
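Test system – LMPTP-A phosphatase enzyme · Quantity – 0.625 nM LMPTP-A final · Reagent – OMFP substrate, 400 µM final · Dosing – one test concentration per compound, 20 µM, with 3% DMSO overall · Timing – 50 min enzyme reaction at room temperature, protected from light · Detection – fluorescence intensity · Controls – substrate-only low control, DMSO enzyme-plus-substrate high control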
Rpn11 inh: Rpn11 (human) deubiquitinase inhibition; calls only at 20 µM; 0.59% of 360,000 active; human 26S proteasome, Ub4-pepOG fluorescence polarization; 20S core pre-blocked with epoxomicin;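 active = inhibition at 20 µM, scaled to each plate's controls, above about 33%, limit read from the data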
NadD inh: NadD (S. aureus) enzyme inhibition. inhibition, % at 20 µM. 0.78% of 360,000 active. purified NadD enzyme, colorimetric absorbance read-out; in the data active = inhibition above about 26%; also: some compounds past the cut are filed as inactive
Scp1 inh: blocks human Scp-1 phosphatase activity. Q9GZU7. Recombinant Scp1, phosphopeptide, malachite green phosphate absorbance. inhibition, % at 20 µM. 0.88% of 340,000 active. AID 493091;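 active = inhibition above about 50% at 20 µM, limit read from the data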;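 also: plate controls were DMSO wells with enzyme for no effect and wells lacking enzyme for full effect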
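Material: truncated SCP-1 phosphatase (76-261aa) / Buffer or medium: 50 mM Tris acetate pH 5.5, 0.005% Tween-20, 10 mM MgCl2 / Compound dosing: one concentration, 20 µM, with 1.0% DMSO / Incubation: 45 min room-temperature reaction, 5 min colour, 30 min stabiliser / Detection: colorimetric free-phosphate detection, absorbance 630 nm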
Rin1 Abl inh: blocks binding of human Rin1 to Abl; TR-FRET Rin1/Abl binding, biochemical; 0.4% of 360,000 active; inhibition, % at 7.35 µM; P00519+Q13671; in the data active = inhibition above about 5%, passing the limit was not always enough
Neddylation inh: cullin neddylation inhibition. TR-FRET cullin neddylation, biochemical. calls only at 25 µM. 0.58% of 360,000 active. AID 651699; in the data active = inhibition above about 36%
Target sequence (P61081 whole entry, looked up): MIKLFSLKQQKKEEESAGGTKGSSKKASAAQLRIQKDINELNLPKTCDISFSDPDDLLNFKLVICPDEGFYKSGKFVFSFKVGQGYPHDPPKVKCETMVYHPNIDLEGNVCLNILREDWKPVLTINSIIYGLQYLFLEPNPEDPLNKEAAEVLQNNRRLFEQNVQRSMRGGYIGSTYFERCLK
Target sequence (Q13564 whole entry, looked up): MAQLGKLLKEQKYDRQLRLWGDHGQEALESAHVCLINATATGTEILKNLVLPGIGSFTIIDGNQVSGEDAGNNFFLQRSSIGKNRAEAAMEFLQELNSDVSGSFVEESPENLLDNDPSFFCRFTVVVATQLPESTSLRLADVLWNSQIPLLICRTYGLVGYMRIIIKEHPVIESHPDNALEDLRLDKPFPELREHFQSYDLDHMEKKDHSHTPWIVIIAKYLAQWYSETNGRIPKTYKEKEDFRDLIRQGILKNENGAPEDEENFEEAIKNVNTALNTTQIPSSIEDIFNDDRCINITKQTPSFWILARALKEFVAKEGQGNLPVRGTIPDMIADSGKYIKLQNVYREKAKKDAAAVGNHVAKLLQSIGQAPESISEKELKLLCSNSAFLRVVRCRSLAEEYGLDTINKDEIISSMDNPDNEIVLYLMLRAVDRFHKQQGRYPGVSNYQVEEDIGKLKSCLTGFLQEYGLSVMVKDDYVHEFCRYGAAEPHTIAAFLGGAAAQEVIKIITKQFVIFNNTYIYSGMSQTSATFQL
CSN inh: blocks human CSN-mediated cullin deneddylation; Q92905; Purified CSN, SCF-Nedd8-OG deneddylation, fluorescence polarization; inhibition, % at 12.5 µM; 0.38% of 360,000 active; AID 651999;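 active = pattern-corrected inhibition above about 35%, with an unprinted fluorescence ratio check between 0.5 and 1.5, limit read from the data, passing the limit was not always enough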;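 also: 0% = enzyme with substrate and 100% = substrate without enzyme; some results filed as inactive read as strong as hits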
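Assay system: purified human Csn5 enzyme expressed in HEK293T cells; measure: % inhibition; also added: SCFSkp2-Nedd8OG substrate at 10 nM final; technique: fluorescence polarization; times: reaction 90 min, room temperature; medium: Tris buffer pH 7.5, NaCl, DTT, Tween-20, trehalose, ovalbumin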
STEP block: inhibitors of human striatal-enriched phosphatase STEP; inhibition, % at 20 µM; recombinant STEP, OMFP fluorogenic substrate, fluorescence; 0.25% of 360,000 active; P54829;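 active = inhibition at 20 µM, scaled per plate between control wells, above about 37%, limit read from the data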;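 also: 0% = DMSO with enzyme and substrate and 100% = substrate only without enzyme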
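System: STEP phosphatase, cell-free reaction; Buffer or medium: Bis-Tris pH 6.0 buffer with DTT, detergent; Incubation: 20 min at room temperature, dark; Measured by: fluorescence, 480/540 nm.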
Active calls of the source: *; i = inactive; nt = no result given.

LMPTP block	CSN inh	Scp1 inh	Rpn11 inh	STEP block	Neddylation inh	DNMT1 inh	SUMO1 PPI mod	NadD inh	Rin1 Abl inh	mol
3.9	-0.9	-5.7	i	-1.0	i	1.6	6.9	-8.9	-1.5	Cc1ccc(NC(=O)CSCC(=O)N2CCN(c3cccc(C(F)(F)F)c3)CC2)cc1
-0.2	-5.0	nt	i	0.0	i	4.9	0.7	1.5	0.7	CC1(C(=O)NCc2ccco2)CCN1C(=O)C1(c2ccccc2)CC1 (configuration not stated)
2.7	4.2	-6.0	i	4.0	i	1.7	5.2	-5.4	0.9	O=C(Nc1ccccc1Cl)Nn1cnnc1
-3.3	0.0	nt	i	-1.4	i	-2.9	-34.3	-9.4	-9.2	O=C(NCCCN1CCOCC1)/C(=C/c1ccc(-c2cccc([N+](=O)[O-])c2)o1)NC(=O)c1ccccc1
-1.8	-0.1	4.2	i	-1.1	i	-1.0	2.4	-2.0	-5.5	CCOc1nc2ccccc2nc1NS(=O)(=O)c1ccccc1
0.8	-2.6	-5.7	i	2.4	i	0.9	-1.7	-6.8	2.4	O=C(NCCCc1ccccc1)c1cc(COc2c(F)cccc2F)on1
4.4	0.1	-6.2	i	1.3	i	12.9	-1.5	-3.9	-6.8	COC(=O)c1ccccc1NC(=O)CSc1nnnn1-c1ccc(C)cc1C
-1.8	-2.0	-2.2	i	-1.7	i	-0.3	-0.3	1.5	1.1	CCN1C(=N)N(c2ccccc2)C(=O)C(CC)(CC)C1=O
-1.6	-2.6	-3.0	i	0.8	i	4.1	0.2	-15.7	1.0	CNC[C@H](CC1CCCCC1)NC[C@H](NCCC1CCCC1)[C@H](C)O
0.2	-5.6	-8.0	i	0.3	nt	1.4	7.4	-4.2	-4.5	COc1ccccc1-c1c(C)oc2cc(OC(=O)c3ccco3)ccc2c1=O
2.2	-5.0	7.1	i	0.7	i	-0.3	-0.9	37.1*	-3.3	CCN=C1NN=C(c2cc(C)n(Cc3ccco3)c2C)CS1
0.2	-1.6	-8.3	i	2.7	i	0.5	-4.6	-5.5	-1.1	COc1cccc(OCc2cc(C(=O)N3CCCC3c3ccccn3)no2)c1 (configuration not stated)
21.0	0.9	-2.4	i	2.5	i	-0.3	23.4	13.1	0.1	N#Cc1c(N)[nH]c(=S)c(C#N)c1-c1ccccc1
0.0	-3.6	-6.5	i	-2.8	i	-10.8	-3.2	-7.1	-0.7	COCCn1c(=S)[nH]c2cc(C(=O)N3CCc4ccccc43)ccc2c1=O
2.3	3.4	-2.2	i	2.3	i	-7.1	-0.3	3.2	-1.9	COc1ccc(-c2[nH]ncc2-c2ccc(Cl)cc2)c(O)c1
2.4	4.9	-13.8	i	1.0	i	-10.1	12.6	-5.5	-1.2	O=C1C2CC=CCC2C(=O)N1c1cccc(OS(=O)(=O)c2ccc3ccccc3c2)c1 (configuration not stated)
0.8	4.4	-4.7	i	1.2	i	-0.8	-0.4	-2.6	0.1	OCCn1nc(-c2ccccc2)cc1-c1ccccc1
-1.5	0.2	-1.1	i	-2.4	i	0.5	-1.9	-0.9	-0.6	CCOC(=O)CC(=O)NC1(Cc2ccc(O)cc2)CCCCC1
-8.2	0.8	-8.3	i	-2.3	nt	0.1	-11.2	10.5	-6.1	C[C@]12c3[nH]c4cc(-c5ccco5)ccc4c3CCN1C(=O)[C@@H](CC(=O)NCCN1CCOCC1)C[C@@H]2C(=O)N1CCOCC1
2.9	-2.7	-4.0	i	-0.6	i	4.6	3.7	11.5	-0.3	CCOC(=O)C1=C(C)N(C[C@@H]2CC[C@@H](Cc3ccc(-c4ccccc4)cc3)O2)C(=O)NC1c1ccc(-c2ccccc2)cc1 (some centres not stated)
-0.1	4.2	-6.6	i	2.8	i	6.0	2.1	4.1	6.3	c1ccc(N2CCN(CCc3nnc4n3CCCCC4)CC2)cc1
-0.6	-4.9	-1.1	i	0.4	i	6.1	-3.6	2.4	2.8	O=C(N=C1c2ccccc2CN1c1cccc(Cl)c1)c1cccnc1
-0.8	-0.5	-0.2	i	1.1	i	-1.4	2.3	-0.4	2.6	O=C(NCc1nc2ccccc2[nH]1)C1=C[C@H](C2CC2)C[C@H](OCc2ccc(CO)cc2)O1
4.9	5.0	-22.1	i	4.1	i	11.7	5.9	-6.0	1.4	C=C(C(=O)c1ccccc1)C(C(=C)C(=O)c1ccccc1)c1ccc(OC)cc1
-0.4	7.1	nt	nt	nt	i	nt	-2.3	nt	nt	Cc1ccc(OCc2nc3ccccc3n2C(C(=O)NC(C)(C)C)c2ccncc2)cc1 (configuration not stated)
-2.2	-1.8	-2.9	i	0.4	i	1.8	-9.1	3.0	1.0	CCOC(=O)C1=C(O)C(=O)N(c2ccc(S(N)(=O)=O)cc2)C1c1ccc(Br)cc1 (configuration not stated)
-0.3	0.0	-0.2	i	-1.7	i	-2.1	-0.6	-0.3	0.5	CCN1C(=O)[C@H]2[C@@H](c3ccc(C)cc3)N3C(=O)N(c4ccc(OC)cc4)C(=O)[C@@]3(Cc3ccccc3)[C@H]2C1=O
1.1	-7.7	-5.0	i	2.1	i	3.4	1.0	-2.8	3.5	Cc1nc2c(=O)n(-c3ccc(F)cc3F)nc(C)c2s1
0.5	-3.4	-10.4	i	4.2	i	-7.4	-0.3	5.6	-3.3	Cc1cccc(C(=O)Oc2ccccc2/C=N/NC(=O)c2ccc(NC(=O)C(C)(C)C)cc2)c1
-0.3	2.5	-2.4	i	4.0	i	-1.1	-1.4	-3.5	6.0	CCOCCCN(C)C1CCN(C(=O)c2oc3ccccc3c2NC(=O)c2ccc(F)cc2)CC1
-1.6	-2.0	-10.7	i	1.6	i	-0.5	1.9	-9.1	-1.4	COc1cc(OC)c(S(=O)(=O)Nc2ccccc2N2CCCCC2)cc1NC(C)=O
-0.2	-0.3	-1.4	i	-2.3	i	0.1	3.0	1.5	0.9	Cc1ccc(S(=O)(=O)N(C)CC(=O)Nc2cccnc2)cc1
-2.8	-1.7	-2.3	i	-2.8	i	0.5	0.6	-5.2	1.6	CCOC(=O)CCCCCNC(=O)c1ccc(F)cc1F
0.2	-2.4	3.5	i	-2.1	nt	1.9	-21.6	-2.6	-0.4	Cc1cccn2c(=O)c3cc(C(=O)NC4CCCC4)c(=N)n(C4CCCCC4)c3nc12
1.0	-1.7	-8.5	i	2.2	i	-3.3	-4.5	4.9	0.7	COC(=O)C1=C(C(=O)OC)[C@@H]2N(Cc3ccccc3)c3ccccc3[C@@]23C[C@@H](C(=O)OC)N(C(=O)c2cc(C)oc2C)C3=N1
0.1	1.6	-0.8	i	-1.4	i	-0.2	0.1	-2.1	1.0	C=CCN(C(=O)CCC(=O)Nc1cc(C)on1)C(C(=O)NC(C)(C)CC)c1cccc(OC)c1OC (configuration not stated)
2.0	4.5	-7.0	i	3.2	i	-1.1	13.6	-9.3	1.0	COc1ccc(C2(C(=O)Nc3ccc(OC)cc3OC)CCCC2)cc1
-8.7	-7.7	-8.3	i	0.9	i	0.2	0.3	-4.4	2.0	CCCCNC(=O)CC1NCCNC1=O (configuration not stated)
-1.0	3.5	3.5	i	0.8	i	-0.5	14.6	1.1	-0.2	CCc1ccccc1NC(=O)c1ccc2c(O)c(S(=O)(=O)c3ccc(OC)cc3)c(=O)[nH]c2c1
-0.6	-0.4	-12.1	i	-1.1	i	-2.7	-5.6	0.1	1.4	N#Cc1ccc(CSc2nnc(-c3cnccn3)o2)cc1
-1.1	-5.0	-2.3	i	-1.3	i	2.9	8.1	-2.6	-6.1	O=C(NCCc1cccs1)C1CC(c2ccccc2F)=NO1 (configuration not stated)
-3.4	2.7	-7.3	i	-0.7	i	5.4	-0.6	-3.0	-5.6	CCc1ccc(CNCCSc2nnnn2C)cc1
-1.5	2.5	-4.7	i	-1.7	i	-2.9	0.2	8.8	-3.0	CCOc1ccc(C(=O)CCC(=O)Nc2ncccc2O)cc1
-1.0	-1.5	10.7	i	0.4	i	0.9	-3.6	3.0	-3.0	COc1cc2c(cc1OC)C(c1ccc(O)cc1)NCC2 (configuration not stated)
0.6	-19.1	-8.7	i	3.2	i	-0.3	-2.5	-0.2	0.4	Cc1cccc(N(CC(=O)NC(C)(C)C)C(=O)CNC(=O)c2cccs2)c1
2.1	1.5	0.0	i	-2.9	i	-4.4	-2.0	-3.9	1.6	O=C(CN1CCN(c2nc(-c3ccccc3)cs2)CC1)NCc1ccc2c(c1)OCO2

Looked up by compound from above (three):
LMPTP block	CSN inh	Scp1 inh	Rpn11 inh	STEP block	Neddylation inh	DNMT1 inh	SUMO1 PPI mod	NadD inh	Rin1 Abl inh	mol
-1.1	-5.0	-2.3	i	-1.3	i	2.9	8.1	-2.6	-6.1	O=C(NCCc1cccs1)C1CC(c2ccccc2F)=NO1 (configuration not stated)
-1.5	2.5	-4.7	i	-1.7	i	-2.9	0.2	8.8	-3.0	CCOc1ccc(C(=O)CCC(=O)Nc2ncccc2O)cc1
0.6	-19.1	-8.7	i	3.2	i	-0.3	-2.5	-0.2	0.4	Cc1cccc(N(CC(=O)NC(C)(C)C)C(=O)CNC(=O)c2cccs2)c1

Part of the list above in order of length of the SMILES, ascending:
LMPTP block	CSN inh	Scp1 inh	Rpn11 inh	STEP block	Neddylation inh	DNMT1 inh	SUMO1 PPI mod	NadD inh	Rin1 Abl inh	mol
-1.0	-1.5	10.7	i	0.4	i	0.9	-3.6	3.0	-3.0	COc1cc2c(cc1OC)C(c1ccc(O)cc1)NCC2 (configuration not stated)
-1.6	-2.0	-10.7	i	1.6	i	-0.5	1.9	-9.1	-1.4	COc1cc(OC)c(S(=O)(=O)Nc2ccccc2N2CCCCC2)cc1NC(C)=O
0.2	-2.4	3.5	i	-2.1	nt	1.9	-21.6	-2.6	-0.4	Cc1cccn2c(=O)c3cc(C(=O)NC4CCCC4)c(=N)n(C4CCCCC4)c3nc12
